Screens deposited in PubChem by several laboratories.
NTR1 ag: NTR1-driven beta-arrestin-GFP spot formation – imaging, U2OS cells, high content, primary screen (AID 493036) | agonist mode | actives 0.17% (n = 330,000) | P30989 | activation, % at 20 µM;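 active means activation at or above 40% of the spot to cytoplasm intensity ratio, with at least 20 cells analyzed; inconclusive means wells under 20 cells, flagged as cytotoxic or low count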;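 further: 0% = DMSO without peptide and 100% = 100 nM NTR1 peptide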
Target sequence (P30989 whole entry, looked up): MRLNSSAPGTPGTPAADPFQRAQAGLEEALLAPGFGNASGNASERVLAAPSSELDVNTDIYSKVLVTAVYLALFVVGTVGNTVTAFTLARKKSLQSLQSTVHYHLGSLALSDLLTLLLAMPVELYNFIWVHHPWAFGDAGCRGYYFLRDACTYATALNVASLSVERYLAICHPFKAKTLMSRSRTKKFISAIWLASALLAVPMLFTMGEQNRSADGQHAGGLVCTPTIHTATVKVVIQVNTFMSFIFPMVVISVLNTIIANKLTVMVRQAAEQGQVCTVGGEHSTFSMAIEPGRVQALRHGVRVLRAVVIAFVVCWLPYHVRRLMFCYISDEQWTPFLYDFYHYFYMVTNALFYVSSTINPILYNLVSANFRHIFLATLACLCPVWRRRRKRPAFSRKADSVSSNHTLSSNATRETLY
Hep lipid drop: hepatic lipid droplet formation modulation. AML12 mouse hepatocytes, oleate lipid droplets, BODIPY imaging. inhibition, % at 6.5 µM. actives 0.4% (n = 240,000). AID 1656;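 active means lipid droplet intensity inhibited by at least 50%, with more than 500 cells counted; inconclusive means wells with under 300 cells, treated as cytotoxic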
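Assay system: AML12 mouse liver cells | Compound dosing: One dose, 6.5 µM compound | Read-out basis: Droplet intensity reduction, % inhibition | Measured by: Fluorescence imaging, 20x objective, two fields per well | Schedule: Overnight treatment with compound plus oleate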
MgcRacGAP inhibition: MgcRacGAP GTPase-activating activity inhibitors, confirmation, biochemical, ADP Hunter fluorescence. MgcRacGAP-stimulated Rac1 GTP hydrolysis, ADP Hunter fluorescence; higher % means a stronger effect; GST-tagged Rac1 F28L mutant substrate. one-dose inhibition, % at 30 µM; IC50 in µM for titrated hits. actives 0.6% (n = 340,000). AID 624330;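 active means first-screen hits whose inhibition reached a set limit at any dose in the follow-up dose series; inconclusive means inhibition above the set first-screen limit but never retested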;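 further: fluorescence reports GDP produced by GAP-driven GTP hydrolysis; strong numbers were not always called active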
GPR35 arrestin U2OS: inhibition of zaprinast-stimulated GPR35 beta-arrestin translocation – imaging, U2OS, beta-arrestin-GFP, zaprinast agonist, primary screen (AID 2058); actives 0.052% (n = 290,000); U2OS GPR35 beta-arrestin-GFP translocation imaging, zaprinast antagonism; higher % means a stronger effect; one-dose inhibition, % at 10 µM; IC50 in µM for titrated hits;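 active means inhibition of at least 50% with at least 30 cells and total cytoplasm GFP at most 10,000,000; inconclusive means under 30 cells or total GFP of 10,000,000 plus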
GPR55 LPI antagonism: inhibition of LPI-stimulated GPR55 beta-arrestin translocation – imaging, U2OS, beta-arrestin-GFP, LPI agonist, primary screen (AID 2013) | U2OS GPR55 beta-arrestin-GFP translocation imaging, LPI antagonism; higher % means a stronger effect | inhibition, % at 10 µM, or IC50 in µM where a hit was titrated | actives 0.13% (n = 290,000);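 active means spots per cell inhibited over 60%, with over 100 cells counted and total cytoplasm intensity under 500,000; inconclusive means wells with under 100 cells, flagged as likely toxic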;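 further: U2OS cells stably carrying GPR55 and arrestin-GFP stimulated by 5 µM LPI near EC80; imaged beta-arrestin-GFP aggregate spots per cell after agonist stimulation; plate controls were LPI-stimulated DMSO wells for no effect and DMSO wells without LPI for full effect; some results filed as inactive read as strong as hits; confirmed hits need IC50 under 10 µM and bright autofluorescent wells are also inconclusive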
GPR55 activation: selective activators of receptor GPR55 – imaging, U2OS cells, beta-arrestin-GFP redistribution, primary screen (AID 1961) | U2OS GPR55 beta-arrestin-GFP redistribution imaging; higher % means a stronger effect | actives 0.048% (n = 290,000) | activation, % at 10 µM, or EC50 in µM where a hit was titrated;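 active means activation above 40% with more than 50 cells counted in the well; inconclusive means wells holding fewer than 50 cells, flagged as toxic or sparse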;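 further: U2OS osteosarcoma cells stably expressing GPR55 and beta-arrestin-GFP; plate controls were DMSO negative control for no effect and LPI positive control for full effect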
LYP phosphatase: PTPN22 lymphoid phosphatase activity blockers – biochemical, fluorescence intensity, uHTS (AID 1779); recombinant LYP phosphatase, fluorescence intensity; higher % means a stronger effect; actives 0.054% (n = 290,000); inhibition, % at 11.5 µM; hits with a dose series show IC50 in µM; in the data active means inhibition above about 50%;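 further: plate controls were vehicle with enzyme for no effect and no enzyme for full effect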
Large T inhibition: TAg ATPase/helicase activity blockers – biochemical (AID 1903); SV40 large T antigen ATPase/helicase inhibition assay; higher % means a stronger effect; inhibition, % at 20 µM, or IC50 in µM where a hit was titrated; actives 0.39% (n = 310,000); in the data active means a potency from the dose series; inconclusive means inhibition mostly from about 32% at the one dose, without a potency; inactive means the rest, 99 in 100 with inhibition below about 32%; further: strong numbers were not always called active
T cell modulator: T cell immune modulators affecting CD8 T cell-vesicle binding; 2C CD8+ T cell-vesicle binding, flow cytometry; stronger effect = lower value; calls only at 7 µM; actives 0.068% (n = 330,000);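 active means response, share of CD8 T cells binding vesicles, and their 90th percentile fluorescence all below set limits, cut at about 80% in these data, passing the limit was not always enough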
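material = purified 2C TCR transgenic mouse naive CD8+ T cells | controls = Unloaded micro-vesicles (low), QL9 vesicles with 0.7% DMSO (high) | detection = cytometric PE anti-B7-1 and Alexa647 anti-CD8 signals after 1% paraformaldehyde fixation | incubation = binding step 1.5 h, 37 °C, antibody labelling 20 min, ice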
Hep lipid drop cells 6.5 µM: recorded beside Hep lipid drop, whose call it bears; cell count; measured here: cell count, cytotoxicity flag;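 cells counted across two imaged fields per well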
T cell modulator vesicle-bound %: also measured in T cell modulator; calls as there; double positive events, %; measured here: CD8+ vesicle-bound cell fraction;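 binding gate set so that unloaded-vesicle control wells show 10% double positive cells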
NTR1 ag cell count 20 µM: also measured in NTR1 ag; calls as there; cell count; measured here: cell count, cytotoxicity flag
* marks the source's active call; other numbers are inactive results; i = inactive; ? = inconclusive; · = not tested or not shown; & = joins results of further samples.

SMILES	NTR1 ag	NTR1 ag cell count 20 µM	Hep lipid drop	Hep lipid drop cells 6.5 µM	MgcRacGAP inhibition	GPR35 arrestin U2OS	GPR55 LPI antagonism	GPR55 activation	LYP phosphatase	Large T inhibition	T cell modulator	T cell modulator vesicle-bound %
CC(C)CCC(C(=O)O)C(C)CC(=O)NNC(=O)c1ccco1 (centres undefined)	1.4&1.3	57&49	-4&-8	698&684	9%&12%	-4%&2%	2%&5%	-0.2%&0.1%	-6%&-6%	9%&8%	i	21&22
CCN1CNC(=S)N(c2cccc(C)c2C)C1	-2.0	67	·	·	7%	3%	5%	-0.2%	1%	5%	i	13
CN1CCCC1CCNC1C2CC3CC(C2)CC1C3 (centres undefined)	-0.2	73	·	·	4%	6%	·	0.0%	-8%	5%	i	57
CC(C)CC(=O)Nc1cc(C(F)(F)F)ccc1N1CCOCC1	-1.0	80	-5	850	6%	-4%	-14%	-0.1%	-7%	-1%	i	13
CC(=O)OCC(=O)c1c[nH]c2ccccc12	-1.7	90	10	667	3%	8%	6%	-0.2%	1%	7%	i	28
COCCCn1c(N)c(-c2nc3ccccc3n2C)c2nc3ccccc3nc21	2.5	80	5	693	5%	12%	4%	-0.1%	-2%	3%	i	2
O=C(c1ccc(C(F)(F)F)cc1)C1CCCN(C(=O)CCn2cncn2)C1 (centres undefined)	-0.7	39	-1	747	0%	-2%	-6%	-0.3%	-10%	1%	i	6
CCCCCc1cc(=O)oc2c(C(CCN(CC)CC)c3ccc(N(C)C)cc3)c(OC)cc(OC)c12 (centres undefined)	36	61	22	625	13%	-4%	20%	-0.1%	-8%	20%	i	47
O=C(NCc1cccnc1)NC1(C(F)(F)F)Oc2ccc(Cl)cc2O1 (centres undefined)	3.6	49	7	694	25%	-13%	11%	0.3%	-5%	35%	i	42
CC(C)CNC(=S)NNC(=O)c1csc2c1CCCC2	0.3	58	-3	807	-1%	12%	1%	-0.1%	-3%	14%	i	12
CC(=O)Nc1ccc(S(=O)(=O)N2CCN(C(=O)c3cccnc3)CC2)cc1	-1.2	72	·	·	1%	-4%	-1%	0.2%	-4%	4%	i	33
COc1cccc(NC(=O)N2CCC(NC(=O)c3ccco3)CC2)c1	-0.3	40	-2	825	7%	9%	5%	0.1%	-10%	-2%	i	14
CCOC(=O)C1CCN(C(=O)COc2ccc(Cl)cc2)CC1	2.2	52	·	·	9%	-6%	-10%	-0.1%	-9%	-5%	i	58
O=C(Nc1ccccc1Cl)NC1(C(=O)NCc2cccnc2)CCCCC1	0.1	50	-10	777	2%	10%	2%	0.2%	-6%	-4%	i	10
Cc1cc2c(cc1S(=O)(=O)N(C)c1ccccc1)NC(=O)CO2	-0.2	49	-10	692	6%	4%	8%	-0.3%	-1%	-1%	i	63
O=C(CN1C(=O)NC2(CCc3ccccc32)C1=O)c1ccc2c(c1)OCCO2 (centres undefined)	2.8	97	0	753	5%	-1%	4%	-0.1%	5%	6%	i	5
CC1CCCC(NC(=O)COC(=O)c2ccc(N(C)C)cc2)C1C (centres undefined)	-0.8	90	2	819	8%	0%	14%	-0.1%	12%	1%	i	40
O=C(NC(Cc1c[nH]c2ccccc12)c1nnc2n1CCCCC2)c1cccs1 (centres undefined)	-1.0	40	·	·	4%	19%	-2%	-0.2%	-6%	8%	i	8
O=C(Nc1ccc(NC(=O)C23CC4CC(CC(C4)C2)C3)cc1)c1cc(F)c(F)cc1Cl	-1.4	122	5	640	8%	10%	-4%	0.7%	-8%	15%	i	10
COc1cc(OC)c(-c2nnc(-c3ccc(OC)c(OC)c3OC)o2)cc1OC	4.4	54	13	605	8%	-6%	-3%	-0.1%	-3%	-1%	i	12
O=C(O)CC12CC3CC(C1)CC(n1ncc(NCc4ccc(F)cc4)c(Cl)c1=O)(C3)C2	-2.1	79	0	724	9%	17%	11%	-0.1%	-8%	1%	i	51
COc1cccc(-n2nnc3c(=O)n(Cc4c(F)cccc4Cl)cnc32)c1	2.2	55	9	741	3%	6%	-9%	-0.3%	-2%	4%	i	16
COc1ccc(-c2nn(CCC#N)cc2C(=O)Nc2cccc(C(=O)O)c2)cc1[N+](=O)[O-]	-1.0	50	-21	728	6%	23%	14%	-0.2%	-9%	6%	i	29
COC(=O)[C@@H]1C[C@@]2(O)[C@@H](O)[C@@H](O)[C@@H](O)C[C@H]2N1Cc1ccc(Cl)cc1	-2.6	80	-9	721	9%	11%	-11%	-0.1%	-8%	17%	i	45
CCCCNC(=S)Nc1cccc(S(=O)(=O)NC2=NCCC2)c1	-1.2	56	·	·	0%	·	·	·	·	9%	i	35
Cc1ccc(OCC(=O)N2CCN(c3ccc([N+](=O)[O-])c(N4CCOCC4)c3)CC2)cc1	0.5	62	·	·	4%	-13%	21%	0.6%	0%	-3%	i	6
CC(=O)C(Sc1ccc2nnc(-c3ccncc3)n2n1)C(C)=O	-1.5	87	-1	721	1%	12%	12%	0.3%	-5%	4%	i	42
CCOC(=O)C1CCN(C(=O)CC2(CC(=O)O)CCCC2)CC1	-0.2	42	0	828	4%	-8%	1%	-0.2%	-9%	10%	i	17
COc1ccc(CCNC(=O)CSc2nc(C)nc3c2oc2ccccc23)cc1OC	-0.8	63	·	·	6%	-8%	5%	-0.1%	-3%	-3%	i	46
CCN1CCN(CC(=O)Nc2ccc(C)cc2C)C(=O)C1=O	-1.4	61	·	·	4%	6%	1%	-0.1%	-10%	1%	i	41
O=S(=O)(c1ccc(-c2csc(-c3cccnc3)n2)cc1)N1CCOCC1	1.3	42	7	675	7%	-12%	14%	-0.4%	-1%	7%	i	48
O=C(Nc1cc(C(F)(F)F)ccc1-n1cncn1)C1CC1	0.3	63	·	·	3%	·	·	·	·	13%	i	29
CNC(=O)CSCc1cnn(-c2ccccc2)c1-n1cccc1	-0.1	64	-9	735	-2%	-17%	13%	0.3%	-8%	-2%	i	54
COc1ccc(NC(=O)CN(C)C(=O)/C=C/c2ccc(OCc3ccccc3)cc2)cc1	0.7	57	6	796	6%	-4%	-6%	-0.1%	-4%	4%	i	58
Cc1ccc(NC(=O)NCCSc2ccc(C)cc2)cc1	1.1	38	3	722	-17%	5%	4%	-0.1%	-1%	4%	i	43
CCCNC(=O)CCC(NS(=O)(=O)c1ccc(C)cc1)C(=O)NCCC (centres undefined)	-0.5	56	6	725	-2%	6%	11%	?	-11%	3%	i	16
Cc1cccc(C)c1NC(=O)Cn1cc(C=O)c2ccccc21	-0.3	67	-1	819	-4%	14%	-4%	0.3%	-10%	13%	i	58
COc1cccc(COC(=O)c2ccc3c(c2)NC(=O)C(C)S3)c1OC (centres undefined)	11	61	·	·	3%	·	·	·	·	6%	i	24
O=C(NCC1COCCO1)c1cc(COc2c(F)cccc2F)on1 (centres undefined)	-0.3	62	-40	664	2%	0%	-26%	0.0%	-7%	3%	i	8
CCC(=O)Nc1ccc(Cl)c(NC(=S)NC(=O)COc2ccc(Cl)cc2)c1	11	40	2	670	2%	-17%	-1%	0.3%	4%	8%	i	9

Reformatted as comma-separated lines: part of the list above.
Molecule,NTR1 ag,NTR1 ag cell count 20 µM,Hep lipid drop,Hep lipid drop cells 6.5 µM,MgcRacGAP inhibition,GPR35 arrestin U2OS,GPR55 LPI antagonism,GPR55 activation,LYP phosphatase,Large T inhibition,T cell modulator,T cell modulator vesicle-bound %
CC(=O)C(Sc1ccc2nnc(-c3ccncc3)n2n1)C(C)=O,-1.5,87,-1,721,1%,12%,12%,0.3%,-5%,4%,i,42
O=C(Nc1cc(C(F)(F)F)ccc1-n1cncn1)C1CC1,0.3,63,·,·,3%,·,·,·,·,13%,i,29
O=S(=O)(c1ccc(-c2csc(-c3cccnc3)n2)cc1)N1CCOCC1,1.3,42,7,675,7%,-12%,14%,-0.4%,-1%,7%,i,48
CCC(=O)Nc1ccc(Cl)c(NC(=S)NC(=O)COc2ccc(Cl)cc2)c1,11,40,2,670,2%,-17%,-1%,0.3%,4%,8%,i,9

The list goes on.
SMILES	NTR1 ag	NTR1 ag cell count 20 µM	Hep lipid drop	Hep lipid drop cells 6.5 µM	MgcRacGAP inhibition	GPR35 arrestin U2OS	GPR55 LPI antagonism	GPR55 activation	LYP phosphatase	Large T inhibition	T cell modulator	T cell modulator vesicle-bound %
CCOc1ccc(CC(=O)NNC(=S)NC)cc1	1.2	53	-42	686	·	-11%	-6%	-0.3%	-9%	10%	i	18
COc1ccc(NC(=O)Cn2cnc3c(cnn3-c3ccc(C)c(C)c3)c2=O)c(OC)c1	-1.1	44	·	·	9%	7%	12%	0.7%	-7%	17%	i	57
Cc1nn(-c2ccccc2)nc1C(=O)Nc1ccc2[nH]ncc2c1	9.8	105	5	687	4%	3%	11%	0.5%	1%	10%	i	17
CC(=O)Nc1ccc(C(=O)OCC(=O)c2ccc(S(=O)(=O)N3CCCCC3)cc2)cc1	0.3	55	·	·	6%	·	·	·	·	11%	i	35
CCC(C)C(=O)Nc1nnc(SCC(=O)Nc2ccccc2F)s1 (centres undefined)	-1.3	23	2	764	-3%	3%	4%	-0.3%	-9%	4%	i	41
COC(=O)[C@@H](NC(=O)Nc1ccc2c(c1)OCCO2)C(C)C	0.0	49	·	·	3%	15%	-3%	0.6%	-4%	4%	i	26
CCS(=O)CCSc1nc2ccccc2s1 (centres undefined)	-0.4	83	·	·	7%	-7%	-4%	0.0%	0%	-5%	i	30
CNC(=O)c1sccc1S(=O)(=O)Cc1c(Cl)cccc1Cl	-0.5	44	2	807	11%	25%	7%	0.7%	-4%	16%	i	51
CCN(c1ccccc1)S(=O)(=O)c1ccc(Cl)c(C(=O)N(CC2CCCO2)C2CCS(=O)(=O)C2)c1 (centres undefined)	-0.7	39	1	699	0%	-1%	41%	0.0%	-8%	10%	i	42
O=C(Nc1nc(-c2ccc(S(=O)(=O)N3CCCCCC3)cc2)cs1)c1ccccc1	0.3	74	-29	801	1%	2%	-16%	-0.2%	0%	4%	i	22
